NCI-60 one-dose screen, 48 h, at 10 µM unless noted. Numbers give growth in % (100 = growth as untreated, 0 = no growth, -100 = all killed).
MOLT-4: MOLT-4 leukemia cells; 6.9% of 80,000 active; AID 1794779
CCRF-CEM: CCRF-CEM leukemia. 7% of 77,000 active
EKVX: EKVX NSCLC. 3% of 71,000 active
RPMI-8226: RPMI-8226 leukemia cells | 7.5% of 77,000 active | AID 1794781
K-562: K-562 leukemia; 7.4% of 78,000 active; AID 1794777
HOP-92: HOP-92 NSCLC cells; 6.3% of 71,000 active
HOP-62: HOP-62 NSCLC; 3.9% of 80,000 active
SR: SR leukemia cells. 8.7% of 73,000 active. AID 1794780
An asterisk follows results filed as active; nt = not tested or not shown; & = joins results of further samples. The calls were made as follows: active = growth percent below 10; inactive = the rest.

SMILES	MOLT-4	CCRF-CEM	EKVX	RPMI-8226	K-562	HOP-92	HOP-62	SR
C=C(C)C(=O)Oc1ccc(N=Nc2ccc(C)cc2)ccc1=O	26	12	39	nt	15	54	47	21
COc1ccc2c(c1)C(=O)c1c-2c(OCCN(C)C)nc2cc(OC)c(OC)cc12	12	28	94	32	62	nt	36	1.8*
COc1ccc(C(C)c2cc(OC)c(OC)c(OC)c2)cc1 (stereo unspecified)	9.7*	19	36	15	7.1*	49	35	13
O=c1[nH]c(CN2CCN(c3cccc(Cl)c3)CC2)nc2cc(Cl)ccc12	120	105	105	35	98	105	90	90
Cc1ccc(-c2csc(NC(=O)c3cc(-c4ccc(Br)cc4)nc4ccc(Cl)cc34)n2)cc1	89	79	78	72	73	63	85	76
O=C(Nc1c(Cl)cccc1Cl)Oc1cccnc1	nt	nt	nt	101	99	nt	115	77
CCOC(=O)c1c(C)[nH]c(C(=O)CCC(=O)OC)c1C	93	93	95	96	102	85	99	93
N[C@H](Cc1c[nH]c2ccccc12)C(=O)O	96	98	102	107	97	91	93	74
CCCn1c2cc(OCc3cn(-c4ccc(Cl)cc4)nn3)ccc2c2ccnc(C)c21	57	57	80	23	35	51	70	-32*
O=C(Nc1ccc(-c2n[nH]c(=S)o2)cc1)c1ccccn1	110	nt	103	77	100	91	103	115
N#C/C(=C\NC(=S)Nc1cc(Cl)ccc1Cl)c1nc2ccccc2s1	100	100	94	104	98	103	91	90
O=C1C(Cl)=C(Nc2ccc(O)cc2)C(=O)N1Cc1ccc(Cl)cc1	17	5.0*	79	26	12	70	84	6.0*
COc1ccc(-c2cc(-c3cccnc3)nc(SCC(=O)O)c2C#N)cc1OC	103	111	100	102	110	102	102	109
COc1cc([N+](=O)[O-])ccc1N=Nc1cc(S(=O)(=O)O)c2cccc(S(=O)(=O)O)c2c1O	107	105	105	99	105	93	nt	102
NS(=O)(=O)N1CCCCC1	112	97	nt	97	109	nt	106	97
Nc1nc(N)c2c(n1)NC(c1ccc(F)cc1)CC(c1ccc(Nc3nc(NCCO)nc(N4CCOCC4)n3)cc1)=N2 (stereo unspecified)	68	65	102	85	76	nt	103	66
O=C(CNc1nc(-c2cccc([N+](=O)[O-])c2)cs1)Nc1ccccc1Cl	97	90	89	91	92	92	93	88
CC(=O)Oc1cccc(C(=O)O)c1	96	98	99	103	96	99	101	96
O=CNc1ccccc1	89	101	105	104	99	78	110	91
COc1cccc([C@H]2c3[nH]c4ccccc4c3C[C@H]3C(=O)N(CCCCCCC(=O)NO)CC(=O)N23)c1	19	14	83	15	27	-1.9*	69	4.3*
CC(O)c1cc[cH-]c1.[Fe+2].c1cc[cH-]c1 (stereo unspecified)	89	nt	nt	102	102	nt	99	90
O=C1Nc2ccc(OC(F)(F)F)cc2C12Nc1ccccc1S2 (stereo unspecified)	51	83	76	57	62	54	96	nt
Cc1cc(S(N)(=O)=O)c(N)c(S(N)(=O)=O)c1	122	128	108	nt	121	101	100	131
O=C(O)CC/C(=N/O)c1ccccc1	101	109	99	102	98	106	91	102
COc1cc(CNC(=O)/C=C/c2ccccc2)ccc1OCc1cn(-c2cccc([N+](=O)[O-])c2)nn1	85	103	98	87	93	120	110	81
CS(=O)(=O)c1ccc(-c2[nH]c3ccc(F)cc3c2/C=N/NC(N)=S)cc1	12	3.0*	32	12	6.8*	56	34	nt
CS(=O)(=O)c1ccc(-c2[nH]c3ccc(F)cc3c2/C=N/NC(N)=O)cc1	103	87	96	110	nt	95	91	nt
CN(Cc1ccccc1)N=Nc1ccccc1	97	100	110	114	111	nt	97	106
C=CCc1ccc(O)c(OC)c1	105&95	100&99	103&98	103&100	110&102	81&93	105&101	105&104
C=C1[C@@]2(C)CC(C)=C[C@]1(C(=O)OC)[C@]1(C)CCC3C(C)(C)[C@@H](O)CC[C@]3(C)C1C2 (stereo partly specified)	86	101	95	90	86	120	105	86

Structural class, the entries above containing an aryl methoxy group.
SMILES	MOLT-4	CCRF-CEM	EKVX	RPMI-8226	K-562	HOP-92	HOP-62	SR
COc1ccc2c(c1)C(=O)c1c-2c(OCCN(C)C)nc2cc(OC)c(OC)cc12	12	28	94	32	62	nt	36	1.8*
COc1ccc(C(C)c2cc(OC)c(OC)c(OC)c2)cc1 (stereo unspecified)	9.7*	19	36	15	7.1*	49	35	13
COc1ccc(-c2cc(-c3cccnc3)nc(SCC(=O)O)c2C#N)cc1OC	103	111	100	102	110	102	102	109
COc1cc([N+](=O)[O-])ccc1N=Nc1cc(S(=O)(=O)O)c2cccc(S(=O)(=O)O)c2c1O	107	105	105	99	105	93	nt	102
COc1cccc([C@H]2c3[nH]c4ccccc4c3C[C@H]3C(=O)N(CCCCCCC(=O)NO)CC(=O)N23)c1	19	14	83	15	27	-1.9*	69	4.3*
COc1cc(CNC(=O)/C=C/c2ccccc2)ccc1OCc1cn(-c2cccc([N+](=O)[O-])c2)nn1	85	103	98	87	93	120	110	81
C=CCc1ccc(O)c(OC)c1	105&95	100&99	103&98	103&100	110&102	81&93	105&101	105&104

More structures.
SMILES	MOLT-4	CCRF-CEM	EKVX	RPMI-8226	K-562	HOP-92	HOP-62	SR
Nc1cc([N+](=O)[O-])ccc1Cl	97	92	113	101	105	67	109	90
O=CN1N=C(c2ccc(Cl)cc2)CC1c1cccc(Nc2ccnc3cc(C(F)(F)F)ccc23)c1 (stereo unspecified)	34	52	59	26	25	66	67	30
COc1cc(/C=C/c2nc(Nc3ccc(Cl)cc3)c3ccccc3n2)ccc1O	100	104	90	nt	106	82	107	100
O=C(CSc1nnc2n1N=C(c1ccc(Cl)cc1)CS2)c1ccc(F)cc1	50	91	96	91	91	87	89	85
COc1ccccc1-c1c(-c2ccc(Cl)cc2)c2cc3c(cc2[nH]c1=O)OCCO3	3.2*	42	54	-57*	44	81	90	46
FC(F)(F)c1ccc2c(Nc3cccc(C4CC(c5ccc6c(c5)OCO6)=NN4c4cc(Cl)cc(Cl)c4)c3)ccnc2c1 (stereo unspecified)	77	95	93	87	84	99	104	62
O=C1/C(=C/c2ccc(-c3ccc(Br)cc3)o2)SC(=S)N1CCc1ccc(O)cc1	34	22	77	76	3.2*	60	91	19
O=C(Nc1ccccc1Cl)c1cnc2ccc(C3CCNCC3)cn12	63	112	38	108	nt	nt	58	93
CC(C)c1[nH]ncc1-c1nc2ccc3[nH]ncc3c2c2c1CCCC2	9.1*	29	14	34	42	59	30	6.5*
O=c1[nH]c(CNc2ccc(S(=O)(=O)Nc3ncccn3)cc2)nc2ccccc12	95	94	nt	103	107	84	102	107
c1ccc(NCCNc2ccccc2)cc1	124	120	97	103	120	nt	87	108
CCCCCc1ccc(C)cc1OC(=O)CCl	102	102	117	99	99	74	109	109
Cn1c(SCC(=O)c2ccc(Cl)cc2)nc2ccccc2c1=O	85	nt	73	97	79	86	102	82
CC(C)(C)NC(=O)c1ccc(C(=O)NC(C)(C)C)cc1	93	102	111	88	95	105	108	86
O=C(CCc1nnc2n1N=C(c1ccccc1)CS2)c1nc2ccccc2[nH]1	76	91	92	97	nt	nt	97	nt
CCCc1cc(=O)oc2c3c(c4c(c12)OC(C)(C)CC4)OC(C)[C@H](C)[C@@H]3O (stereo partly specified)	55	85	90	10	71	-1.4*	nt	46
CC1(C)CN(Cc2ccccc2)CCN1Cc1ccccc1	100	91	106	98	99	96	108	96
C=CC(=O)Nc1cccc(-c2nc(SC)nc(NCCCC)c2C#N)c1	73	89	78	73	91	60	85	nt
CCCCCC(C)NCC(O)Cc1ccccc1 (stereo unspecified)	73	86	101	117	75	79	98	77
O=c1c2ccccc2nc(COc2ccccc2)n1/N=C/C=C/c1ccccc1	97	84	86	87	109	102	99	86
CCCCNC(=O)n1ncc2ccc([N+](=O)[O-])cc21	103	93	86	101	101	85	111	nt
CCCCOC(=O)C1C2CCC(O2)C1C(=O)OCC (stereo unspecified)	98	95	105	105	106	nt	113	111
COc1cc(C(=O)Nc2ccc3c(c2)OCO3)cc2c1OCCO2	102	93	106	92	nt	nt	101	nt
Clc1cccc(Nc2ncnc3ccc(-c4cncc(-n5cnnn5)c4)cc23)c1	59	75	27	35	72	22	83	71
C/C(=N\NC(=O)c1ccncc1)c1ccc(O)cc1O	34	26	45	93	55	47	44	36
O=S(=O)(O)c1cccc2cccnc12	100	103	110	107	107	102	101	nt
N#Cc1c(-c2ccc([N+](=O)[O-])cc2)[nH]c(=S)n(N=O)c1=O	103	120	94	120	100	104	52	102
CC(=O)OC[C@]12CC[C@@H](C)[C@H](C)[C@@H]1[C@]13O[C@H](C1=O)[C@@H]1[C@@]4(C)CCCNC(C)(C)[C@@H]4CC[C@@]1(C)[C@]3(C)CC2	48	63	93	68	22	76	119	35
NS(=O)(=O)c1ccc(CCN2C(=O)c3ccc4c5c(ccc(c35)C2=O)C(=O)N(CCc2ccc(S(N)(=O)=O)cc2)C4=O)cc1	100	108	101	109	nt	93	98	92
CCNCC(O)Cc1ccc(OCC)cc1 (stereo unspecified)	73	78	104	102	97	84	103	87
CCCCCCCOC(=O)NC1c2ccccc2Oc2ccccc21	83	93	98	97	83	67	86	86
C[C@H](CS)C(=O)N1CCC[C@H]1C(=O)O	114	96	99	103	96	86	105	104
CCOC(=O)C1(C#N)Cc2ccccc2C1	88	88	109	101	nt	92	109	118
COc1cc2ncnc(Nc3ccc(S(=O)(=O)Nc4cc(C)on4)cc3)c2cc1OCCCN1CCN(c2ccc([N+](=O)[O-])cc2)CC1	111	99	116	109	120	nt	106	114
COc1cc(C2CC(c3c(C)[n+]([O-])c4ccccc4[n+]3[O-])=NN2)cc(OC)c1OC (stereo unspecified)	94	88	123	102	106	88	106	nt
Cc1c(-c2nnc(/C=C/c3ccccc3)o2)nnn1-c1ccc([N+](=O)[O-])cc1	97	96	114	100	98	91	97	96
N#CC(C#N)=C(C#N)c1c[nH]c2ccccc12	76	65	73	68	91	41	81	58
N#CC12C(=N)n3c(cc(=O)[nH]c3=O)C1OC13CCCCC1C2(C#N)C(=N)O3 (stereo unspecified)	83	81	110	95	91	103	105	74
CC(O)COCC(C)OC(C)C (stereo unspecified)	95	97	99	133	104	nt	97	98
O=C1/C(=C/c2cc(-c3ccc4c(c3)OCO4)n[nH]2)CCc2ccccc21	79	83	nt	79	89	81	84	64
CCCCCOc1ccc(OCCCN2CCN(C(=O)OCC)CC2)cc1	57	83	80	62	44	65	82	38
CC(C)C[C@H](NC(=O)[C@@H](Cc1ccccc1)n1ccc(Nc2ccccc2)cc1=O)B(O)O	-8.5*	-5.5*	nt	-16*	3.2*	-31*	-22*	21
CN(c1ccccc1)c1ccc2c(c1)OCCC21CC1Nc1cnccc1C(=O)O (stereo unspecified)	46	47	93	83	41	101	63	nt
CO[C@H]1/C=C/O[C@@]2(C)Oc3c(C)c(O)c4c(O)c(c(/C=N/N5C(C)CN(Cc6ccc(C#N)cc6)CC5C)c(O)c4c3C2=O)NC(=O)/C(C)=C\C=C\[C@H](C)[C@H](O)[C@@H](C)[C@@H](O)[C@@H](C)[C@H](OC(C)=O)[C@@H]1C (stereo partly specified)	-2.2*	12	17	-6.2*	16	27	44	19
CN1CCN(c2ccc(NC(=O)c3cncnc3Nc3ccc(OCc4ccccn4)c(Cl)c3)cc2)CC1	8.6*	11	86	23	-21*	46	3.8*	4.6*
Cc1cccc(N2CCN(CC(O)COc3ccccc3)CC2)c1 (stereo unspecified)	111&92	110&94	101&102	114&102	118&96	123&80	101&111	102&96
O=C(Cn1cnc2c(cc(-c3ccccc3)n2-c2ccccc2)c1=O)Nc1ccc(Cl)cc1	94	93	99	96	88	86	100	92
Cc1c(C(N)=O)sc2c1c(=O)n(Cc1ccccc1)c1nnc(-c3ccccc3Cl)n21	nt	nt	75	85	nt	69	119	nt
O=C(COc1ccc(Cl)cc1)Nc1ccc(-c2nc3ccccc3s2)c(Cl)c1	94	112	83	93	138	87	94	102
COc1cc2c(cc1OC)C1=NN(C(=O)Nc3ccc(C)cc3C)C(c3ccccc3Cl)C1C2 (stereo unspecified)	73	69	101	72	34	92	105	53

Arranged by formula weight (ascending): 3 of the compounds above.
SMILES	MOLT-4	CCRF-CEM	EKVX	RPMI-8226	K-562	HOP-92	HOP-62	SR
CCCCCOc1ccc(OCCCN2CCN(C(=O)OCC)CC2)cc1	57	83	80	62	44	65	82	38
CC(C)C[C@H](NC(=O)[C@@H](Cc1ccccc1)n1ccc(Nc2ccccc2)cc1=O)B(O)O	-8.5*	-5.5*	nt	-16*	3.2*	-31*	-22*	21
COc1cc2c(cc1OC)C1=NN(C(=O)Nc3ccc(C)cc3C)C(c3ccccc3Cl)C1C2 (stereo unspecified)	73	69	101	72	34	92	105	53

Later entries
SMILES	MOLT-4	CCRF-CEM	EKVX	RPMI-8226	K-562	HOP-92	HOP-62	SR
COC(=O)C1=CCC(n2cnc3c(N)ncnc32)O1 (stereo unspecified)	91	99	101	118	92	90	94	102
COc1ccc(-c2nn(-c3ccccc3)cc2-c2c3c(nn2-c2ccccc2)CC(C)(C)CC3=O)cc1	61	63	95	51	82	92	102	94
C/C(Cc1ccc(Cl)cc1)=C(\c1ccc(O)cc1)c1ccc(Cl)cc1	81	92	84	72	89	83	110	80
O=C(Nc1ccc(-n2cc(-c3ccncc3)c(-c3ccc(O)c(Cl)c3)n2)cc1)Nc1ccc(Cl)c(Cl)c1	60	nt	88	nt	73	nt	82	50
O=C(N/N=C/c1ccc2c(c1)CCC2)c1cc2ccccc2cc1O	91	92	84	75	94	67	81	89
CC1=NC(COC(=O)Nc2ccccc2)C(=O)N(CC(=O)NCCC(C)C)c2ccccc21 (stereo unspecified)	107	99	nt	105	106	92	106	111
Cc1cccc(F)c1C	96	95	105	104	nt	96	95	95
O=C(C[n+]1cccc2ccccc21)c1ccccc1	93	100	90	97	95	91	88	94
C=C1CC[C@@H]2[C@@](C)(CCC[C@]2(C)C(=O)O)[C@@H]1CC[C@H](CO)CCO	88	102	108	113	106	90	100	85
